Compound activity (PubChem BioAssay)
NCI-60 one-dose screen, 48 h, at 10 µM unless noted. Numbers give growth in % (100 = growth as untreated, 0 = no growth, -100 = all killed).
SF-539 = SF-539 CNS cancer; 81,000 compounds, 6.8% hits
SNB-19 = SNB-19 CNS cancer cells. 81,000 compounds, 2.5% hits
SF-295 = SF-295 CNS cancer cells; 79,000 compounds, 5.6% hits; AID 1794758
HCC-2998 = HCC-2998 colon cancer; 79,000 compounds, 4.7% hits
SF-268 = SF-268 CNS cancer cells. AID 1794759. 82,000 compounds, 3.1% hits
PC-3 = PC-3 prostate cancer cells; 80,000 compounds, 3.9% hits
SNB-75 = SNB-75 CNS cancer | 79,000 compounds, 5% hits
DU-145 = DU-145 prostate cancer | 81,000 compounds, 4.2% hits | AID 1794760
U251 = U251 CNS tumor cells. 80,000 compounds, 5.4% hits
* hit, by the source's call; nt = no result given; & = joins results of further samples. How the source made its calls: active means growth percent below 10; inactive means the rest.

SMILES | SF-539 | SNB-19 | SF-295 | HCC-2998 | SF-268 | PC-3 | SNB-75 | DU-145 | U251
COc1cccc(CNc2ccc(Cl)cc2)c1O | 102 | 101 | 89 | 112 | 90 | 81 | 92 | 100 | 89
COc1cc(-c2ccc(NC(=O)CC(C)=O)c(OC)c2)ccc1NC(=O)CC(C)=O | 98 | 101 | 101 | 100 | 107 | 95 | 82 | 111 | 90
NS(=O)(=O)c1ccc(N=NN(CCO)CCO)cc1 | 99 | 89 | 111 | 111 | 85 | 97 | 90 | 99 | 96
COc1ccc(-c2c(N)n[nH]c2-c2ccccc2O)cc1 | 99 | 100 | 122 | 40 | 159 | 101 | 98 | 204 | 99
CC(C)=CCC/C(C)=C/COC(=O)/C=C\C(=O)NC(N)=O | 99 | 92 | 101 | 110 | 109 | 96 | 95 | 94 | 86
COc1ccc(-c2nc3ccccn3c2/C=C/C(=O)c2cc(OC)c(OC)c(OC)c2)cc1 | 8.8* | 72 | 123 | 61 | 38 | 56 | 44 | 58 | 36
COc1ccc(-c2cc(-c3ccc(N)cc3)[nH]c(=O)c2C#N)cc1O | 93 | 93 | 100 | 103 | 103 | 103 | 73 | 107 | 100
Cc1nc([P+](c2ccccc2)(c2ccccc2)c2ccccc2)c(NCCO)o1 | 97 | 95 | 94 | 96 | 90 | 90 | 82 | 106 | 96
O=S(O)c1ccc(Cl)cc1 | 103 | 100 | 96 | 104 | 112 | 97 | nt | 117 | 111
CC(C)c1ccc(CN(C)C)c(O)c1C(C)(C)C | 102 | 105 | nt | 102 | 101 | 102 | 98 | 108 | 100
CCCC(=O)Oc1ccc(C(C)C)cc1 | 92 | 104 | 102 | 101 | 101 | 101 | 98 | 106 | 96
N#CC1=C(c2ccco2)Nc2c(c(-c3ccccc3)nn2-c2ccccc2)C12C(=O)Nc1ccc(Cl)cc12 (configuration not stated) | -30* | 3.2* | 6.9* | 65 | 11 | -41* | -56* | 42 | -22*
CC(=O)OC[C@H]1OC(Sc2sc(C(=O)c3ccc(Cl)cc3)c(N)c2-c2nc3ccccc3s2)[C@@H](OC(C)=O)[C@@H]1OC(C)=O (some centres not stated) | 95 | 101 | 105 | 117 | 100 | 90 | 73 | 109 | 102
O=C(Cn1cc(C2CC2)nn1)Nc1nc(-c2ccc(Cl)cc2)cs1 | 95 | 88 | 84 | 101 | 98 | 91 | 105 | 102 | 98
CSC(=S)O[C@@H]1CC(C)(C)CC2C3=CCC4[C@@]5(C)CCC(O)C(C)(C)C5CC[C@@]4(C)[C@]3(C)CC[C@]21C(=O)O (some centres not stated) | 106 | 102 | 95 | nt | 98 | 79 | 96 | 96 | 94
O=[N+]([O-])c1ccc(/C=c2\sc3scc(-c4ccc([N+](=O)[O-])cc4)[n+]3\c2=C/c2ccc([N+](=O)[O-])cc2)cc1 | 102 | 93 | 99 | 118 | 106 | 93 | 84 | nt | 97
C/C(=N/NC(N)=S)c1ccc(C)cc1 | 100 | 104 | 93 | 110 | 99 | 91 | 93 | 100 | 85
CC(=O)Nc1ccc2c(c1)Cc1c-2cc(Cl)c(NC(C)=O)c1Cl | 96 | 57 | 92 | 100 | 103 | 96 | 86 | 121 | 94
O=[N+]([O-])c1ccc(C(c2ccccc2)c2ccccc2)cc1 | 104 | 97 | 89 | 92 | 99 | 94 | nt | 105 | 102
Cc1ccc(N2C(=O)C3C(C2=O)C2(c4ccccc4)C(=O)C3(c3ccccc3)C(c3ccccc3)=C2c2ccccc2)cc1 (configuration not stated) | 92 | 79 | nt | 90 | 68 | nt | 100 | 95 | 44
Cc1nnc(C)n1N | 105&99 | 98&97 | 110&94 | 108&105 | 100&95 | 95&131 | 102&82 | 110&111 | 102&101
O=C(c1ccc([N+](=O)[O-])cc1)N1CCOCC1 | 99 | 103 | nt | nt | 114 | 94 | 79 | 129 | 105
COc1ccc(-n2nc(C(=O)NCCC(=O)NO)nc2-c2ccccc2)cc1 | 83 | 91 | 100 | 99 | 97 | 89 | 78 | 109 | 96
CCOC(=O)CC(=O)N(c1ccc(OC)cc1)C(C(=O)OC)c1ccccc1 (configuration not stated) | 97 | 106 | 96 | 102 | 99 | 95 | 97 | 108 | 93
Cn1c(=O)c2c(nc(Br)n2C)n(C)c1=O | 106 | nt | 102 | 111 | 100 | 91 | 92 | 107 | 101
(continued)
SMILES | SF-539 | SNB-19 | SF-295 | HCC-2998 | SF-268 | PC-3 | SNB-75 | DU-145 | U251
O=C(C(=O)N1CCCC1)c1ccc(OC2OC(CO)C(O)C(O)C2O)cc1 (configuration not stated) | 112 | 105 | 102 | 100 | 100 | 95 | 96 | 114 | 112
CN=C(N)N/N=C(\C)c1ccc2c(c1)Cc1cc(/C(C)=N/NC(N)=NC)ccc1-2 | -89* | -44* | -28* | -79* | -61* | 16 | -46* | -36* | -79*
CN1C(=O)N(C)[C@H]2NC(NN)=N[C@H]21 | 102 | 106 | 101 | 102 | 94 | 96 | 81 | 114 | 99
Oc1c(CN2CCC(N3CCOCC3)CC2)cc(Cc2cc(CN3CCC(N4CCOCC4)CC3)c(O)c3ncccc23)c2cccnc12 | 6.5* | 29 | -21* | 0.2* | 26 | 13 | 57 | 35 | 27
CCCCCCCCCC1OCC(C)([N+](=O)[O-])CO1 (configuration not stated) | 112 | 99 | 110 | 88 | 101 | 94 | 96 | 113 | 92
N#Cc1cc(Cl)c2c(c1)CN(c1ncc(Cc3cccc(C(N)=O)c3)s1)CC2 | 77 | 94 | 58 | 91 | 86 | 44 | 81 | 87 | 77
Cc1nn(-c2ccccc2)c(N2CCCC2)c1-c1nc2ccc(C(=O)NN=Cc3ccc(Cl)cc3)cc2[nH]1 | 62 | 93 | 83 | 110 | 78 | 60 | 50 | 84 | 69
O=[N+]([O-])c1cc(CCl)ccc1OCCBr | 98 | 107 | 100 | 104 | 101 | 98 | 87 | 96 | 101
CCCC(=O)Oc1nc2[nH]c(=O)sc2c(C)c1CCC | 102&98 | 99&102 | 104&97 | 108&89 | 96&93 | 98&94 | 66&93 | 104&108 | 100
Clc1ccc2c(c1)N(c1ncnc3ccc(-c4cnc5[nH]ncc5c4)cc13)CC2 | 25 | 43 | 23 | 37 | 35 | 24 | -17* | 22 | 40
N#Cc1c(-c2ccc(Cl)cc2)cc(-c2cc3ccccc3o2)nc1SCC(=O)c1ccccc1 | 112 | 91 | 107 | 121 | 107 | 87 | 71 | 112 | 100
Oc1ccc[nH]c1=S | 101 | 97 | 98 | 101 | 98 | 98 | 65 | 107 | nt
CCCN(CCC)c1ccc(NC(=O)c2cc(OC)c(OC)c(OC)c2)cc1 | 103 | 97 | 98 | 100 | 95 | 79 | 98 | nt | 85
NS(=O)(=O)c1ccc(-n2ncc3c(SCCN4CCOCC4)ncnc32)cc1 | 94 | 83 | 37 | 113 | 98 | 92 | 100 | 114 | 93
CC1CCCc2c1nc1nc(=S)n(-c3ccccc3)c(N)c1c2-c1ccc(Cl)cc1 (configuration not stated) | 98 | 106 | 87 | 115 | 101 | 79 | 86 | 87 | 85
CCCCCCOC(=O)c1ccc([N+](=O)[O-])cc1 | 114 | 108 | 121 | 112 | 107 | 100 | 104 | 111 | 103
O=C1C(Cl)=C(N/N=c2/[nH][nH]/c(=N/NC3=C(Cl)C(=O)c4ccccc4C3=O)c3ccccc23)C(=O)c2ccccc21 | 47 | 62 | nt | 94 | 42 | 56 | 64 | 108 | 2.9*
Cc1ccc(S(=O)(=O)CC(=O)c2cc3cc(Br)ccc3o2)cc1 | 99 | 98 | 96 | 99 | 102 | 96 | 87 | 106 | 103
Nc1cccc2c1C(=O)OC2=O | 96 | 106 | 102 | 105 | 105 | 98 | 80 | 117 | 101
NC(=O)N/N=C/c1ccc([N+](=O)[O-])o1 | 92&110&112 | 90&95&102 | 94&119&104 | 97&94 | 108&102&104 | 103&103&88 | 103&89&90 | 111&108&113 | 104&98&99
N=c1ccc2nc3c(cc(N)c4ccccc43)oc-2c1 | -99* | -95* | -70* | -97* | -59* | -39* | -100* | -100* | -88*
O=c1c2ccccc2sc2ccccc12 | 95 | 91 | 115 | nt | 101 | 96 | 101 | 114 | 105
CC(=O)Oc1ccccc1C(=O)[Se]Cc1ccc(C[Se]C(=O)c2ccccc2OC(C)=O)cc1 | 110 | 106 | 112 | 102 | 112 | 93 | 87 | 109 | 95
Cc1ccc(N=Nc2c(C)nn(-c3nc(-c4cc5ccccc5oc4=O)cs3)c2C)cc1 | 96 | 95 | 96 | 104 | 98 | 100 | 81 | 104 | 97
O=C(Nc1ccccc1C(=O)Nc1cccc(S(=O)(=O)C(F)(F)F)c1)c1ccccc1O | 95 | 95 | 102 | 104 | 89 | 78 | 49 | 95 | 93

Shown tab-delimited: 3 of the compounds above
SMILES	SF-539	SNB-19	SF-295	HCC-2998	SF-268	PC-3	SNB-75	DU-145	U251
O=C(C(=O)N1CCCC1)c1ccc(OC2OC(CO)C(O)C(O)C2O)cc1 (configuration not stated)	112	105	102	100	100	95	96	114	112
CN=C(N)N/N=C(\C)c1ccc2c(c1)Cc1cc(/C(C)=N/NC(N)=NC)ccc1-2	-89*	-44*	-28*	-79*	-61*	16	-46*	-36*	-79*
CN1C(=O)N(C)[C@H]2NC(NN)=N[C@H]21	102	106	101	102	94	96	81	114	99

The list continues.
SMILES | SF-539 | SNB-19 | SF-295 | HCC-2998 | SF-268 | PC-3 | SNB-75 | DU-145 | U251
Nc1nc(-c2cccnc2)nc2c1sc(=S)n2-c1ccc(F)cc1 | 103 | 98 | 100 | 101 | 102 | 79 | 92 | 102 | 96
CNC(=O)c1cc(-c2ccc(NC(=O)Nc3ccc(Cl)c(C(F)(F)F)c3)cc2)nc2cccnc12 | 97 | 104 | 100 | 126 | 95 | 103 | 68 | 95 | 111
Cc1ccccc1NC(=S)Nc1ccccn1 | 89 | 115 | 101 | nt | 102 | nt | 82 | 106 | 105
CCOC(=O)NN(C(=O)OCC)N1CCOCC1 | 93 | 99 | 93 | 100 | 108 | 83 | 64 | 115 | 91
O=C(NNc1nccc(Nc2ccc(S(=O)(=O)Nc3ccncc3)cc2)n1)c1cccc(Br)c1 | 105 | 99 | 94 | 101 | 104 | 97 | 95 | 113 | 101
Clc1ccc(-c2ccc(OCCCN3CCN(c4ccncc4)CC3)cc2)cc1 | 30 | nt | 41 | 21 | 76 | 25 | 84 | 69 | 36
COc1ccc2cc(-c3nc4c(cnn4-c4ccccc4)c(=O)[nH]3)c(OC)nc2c1 | 95 | 107 | 102 | 103 | 96 | 82 | 81 | 107 | 101
CC(=O)Nc1c(C(=O)Nc2ccccc2)sc2nc3c(cc12)C(OC(C)=O)CCC3 (configuration not stated) | 96 | 96 | 32 | 69 | 97 | 89 | 88 | 105 | 95
COC(=O)CCC1(C(N)=O)CCC(=O)c2ccccc21 (configuration not stated) | 106&106 | 97&96 | 111&110 | 118 | 106&100 | 101&95 | 85&96 | 116&108 | 104
CC(C)CCN(CCC(C)C)CC(=O)Nc1ccc(S(=O)(=O)c2ccc(NC(=O)CN(CCC(C)C)CCC(C)C)cc2)cc1 | 21 | 53 | 90 | 96 | 35 | 40 | 79 | 54 | 10
COc1ccc(-c2[nH]ncc2-c2cc3c(c(OC)c2)OCC(=O)N3)cc1 | -24* | 25 | 9.3* | 35 | 54 | 18 | -20* | 15 | 11
CN(C(=O)Nc1ccccc1)c1ccc(O)cc1 | 110 | 98 | nt | 83 | 106 | 101 | 74 | 121 | 101
Clc1ccc(/C=C/c2nc(N3CCOCC3)c3nc(Cl)c(Cl)cc3n2)cc1 | 99 | 101 | 92 | 94 | 97 | 102 | 94 | 103 | 103
S=c1[nH]nc(CSc2ncnc3c2c(-c2ccccc2)c(-c2ccccc2)n3-c2cccc(Cl)c2)o1 | 94 | 97 | 101 | 106 | 100 | 86 | nt | 104 | 100
O=C1c2cccnc2C(=O)c2c1c(C(=O)N1CCOCC1)c1ccccn21 | 90 | 97 | 101 | 98 | 90 | 88 | 65 | 104 | 100
O=C1c2cccc3c(-c4ccc(-c5nc6c7ccccc7c7ccccc7c6[nH]5)cc4)ccc(c23)C(=O)N1c1ccc(F)cc1 | 98 | 95 | 91 | 96 | 99 | 82 | 99 | 96 | 82
CN1C(=O)S/C(=C2/SC(=S)N(C)C2=O)C1=O | 90 | 96 | 100 | 98 | 89 | 92 | 63 | 92 | 100
COc1cc(NCCCC2CCCCN2)c2ncccc2c1OC (configuration not stated) | 106 | 98 | 96 | 103 | 85 | 83 | 102 | 71 | 95
Cc1ccc(-c2cc(Cc3c(Cl)cccc3Cl)c(=O)n(Cn3cncn3)n2)cc1C | 114 | 100 | 99 | 106 | 100 | nt | 62 | 105 | 92
O=C(NC(CCO)C(=O)O)c1ccccc1 (configuration not stated) | 113 | 96 | 92 | 99 | 97 | 99 | 87 | 100 | 116
CCOc1ccc(C(=O)OCCCl)cc1 | 99 | 102 | 108 | 110 | 104 | 95 | 98 | 112 | 100

One compound at a time (already shown).
`Clc1ccc(-c2ccc(OCCCN3CCN(c4ccncc4)CC3)cc2)cc1` is entered as SF-539: 30; SNB-19: nt; SF-295: 41; HCC-2998: 21; SF-268: 76; PC-3: 25; SNB-75: 84; DU-145: 69; U251: 36
`CCOC(=O)NN(C(=O)OCC)N1CCOCC1` is entered as SF-539: 93; SNB-19: 99; SF-295: 93; HCC-2998: 100; SF-268: 108; PC-3: 83; SNB-75: 64; DU-145: 115; U251: 91
